# AGP1-GFP MLPCN: modulators of AGP1-GFP expression in yeast TOR pathway, primary screen, cell-based, multiplex flow cytometry, S. cerevisiae, MLPCN library; 0.02% of 320,000 active; GFP response vs DMSO, % at 10 µM; 3 h; GFP as percent of DMSO wells;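 active = GFP response relative to DMSO above a set limit, near screen average plus 3 SD, cut at about 150% in these data; inconclusive = fewer than 70 cells counted for the yeast strain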;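 also: median GFP channel fluorescence of the gated AGP1 strain per well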
# AHR activator: AHR activators, primary screen, cell-based, luminescence, luciferase reporter, human; Aryl hydrocarbon receptor (Homo sapiens), P35869; AHR-responsive luciferase reporter cells; activation, % at 5 µM; 2.5% of 320,000 active; in the data active = activation above about 47%;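 also: 0% = vehicle wells and 100% = reference agonist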
# Target sequence (P35869 whole entry, looked up): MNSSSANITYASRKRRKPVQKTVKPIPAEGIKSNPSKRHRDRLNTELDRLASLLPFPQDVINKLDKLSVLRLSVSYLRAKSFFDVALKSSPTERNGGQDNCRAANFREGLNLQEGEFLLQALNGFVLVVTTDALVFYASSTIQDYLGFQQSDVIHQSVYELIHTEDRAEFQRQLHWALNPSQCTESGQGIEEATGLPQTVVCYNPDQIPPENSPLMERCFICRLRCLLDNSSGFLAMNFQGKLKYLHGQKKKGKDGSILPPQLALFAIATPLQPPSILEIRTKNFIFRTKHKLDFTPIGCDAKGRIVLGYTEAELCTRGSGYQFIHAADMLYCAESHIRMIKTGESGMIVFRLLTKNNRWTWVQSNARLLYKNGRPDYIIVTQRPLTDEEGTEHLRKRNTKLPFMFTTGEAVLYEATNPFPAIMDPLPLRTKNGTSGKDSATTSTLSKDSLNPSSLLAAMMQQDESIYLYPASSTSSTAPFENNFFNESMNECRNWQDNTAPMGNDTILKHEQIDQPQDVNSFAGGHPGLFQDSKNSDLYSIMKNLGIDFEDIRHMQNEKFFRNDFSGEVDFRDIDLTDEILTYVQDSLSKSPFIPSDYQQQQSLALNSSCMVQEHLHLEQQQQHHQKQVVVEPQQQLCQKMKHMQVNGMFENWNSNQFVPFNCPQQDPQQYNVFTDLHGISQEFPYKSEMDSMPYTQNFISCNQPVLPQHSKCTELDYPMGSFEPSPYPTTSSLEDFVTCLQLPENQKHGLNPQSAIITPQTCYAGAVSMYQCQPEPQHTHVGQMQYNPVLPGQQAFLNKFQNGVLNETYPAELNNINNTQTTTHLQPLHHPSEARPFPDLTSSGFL
# Efflux pump inh: inhibitors of Candida efflux pumps in yeast, primary screen, S. cerevisiae, Nile Red, multiplex; inhibition, % at 10 µM; 0.44% of 330,000 active; S. cerevisiae Candida pump triplex;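 active = plate passing quality check with inhibition over a set limit, or well fluorescence over plate mean plus 4 SD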;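 also: Nile Red retained in pooled yeast measured as flow cytometry median fluorescence; 0% = buffer negative control and 100% = Enniatin B positive control; higher means more Nile Red kept so more efflux inhibition; some compounds called inactive have numbers as strong as hits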
# MEP2-GFP yeast: modulators of MEP2-GFP levels in yeast, primary screen, S. cerevisiae, multiplex flow cytometry, MLPCN library | S. cerevisiae MEP2-GFP strain, 3 h; 100% = DMSO control level | GFP response vs DMSO, % at 10 µM | 0.51% of 330,000 active | AID 2016, 2009;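 active = GFP response versus DMSO above a set limit, roughly screen mean plus 3 SD, cut at about 180% in these data; inconclusive = fewer than 70 cells counted for a yeast strain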;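 also: median GFP fluorescence of the barcode-gated MEP2-GFP cells per well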
# CIT2-GFP yeast: modulators of CIT2-GFP expression in yeast, primary screen, S. cerevisiae, GFP fusion, multiplex flow cytometry, MLPCN library | S. cerevisiae CIT2-GFP strain, 3 h; 100 means same as DMSO wells | GFP response vs DMSO, % at 10 µM | 0.065% of 320,000 active;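 active = GFP response relative to DMSO above a set limit, near the screen mean plus 3 SD, cut at about 150% in these data; inconclusive = Fewer than 70 cells measured for a yeast strain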;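 also: ratio of well median GFP fluorescence to mean of DMSO wells on the plate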
# LAP4 TOR yeast: modulators of LAP4-GFP expression in yeast, primary screen, S. cerevisiae, multiplex flow cytometry, MLPCN library. GFP response vs DMSO, % at 10 µM. 0.34% of 320,000 active. 3 h; median GFP as percent of DMSO wells;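 active = GFP response vs DMSO above a set limit, about the screen mean plus 3 SD, cut at about 150% in these data; inconclusive = under 70 cell events counted for the yeast strain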
# RPL19A TOR yeast: RPL19A-GFP expression modulators in yeast, primary screen, cell-based, S. cerevisiae, multiplex flow cytometry, MLPCN. S. cerevisiae RPL19A-GFP strain, 3 h; active compounds read low. percent response vs DMSO, % at 10 µM. 0.3% of 330,000 active;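 active = percent response vs DMSO below 50%; inconclusive = fewer than 70 events counted for the yeast strain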;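 also: median channel GFP fluorescence of the barcoded RPL19A-GFP strain; ratio of sample median GFP to plate DMSO average so 100% = DMSO; lower means less RPL19A-GFP as with rapamycin TOR inhibition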
# CR mimetic SO: reduction of superoxide in aged yeast, primary screen, HTS | AID 2690, 2010 | 0.18% of 330,000 active | S. cerevisiae aged cells, superoxide DHE fluorescence; active compounds read low | superoxide response (% of plate mean), % at 10 µM;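 active = superoxide response under a set limit, about three screen SD below normal, cut at about 65% in these data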;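 also: yeast aged for seven days with compound at 30 °C before DHE staining; 100% = average MFI of all compound-treated wells on the plate with controls excluded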
# The depositor's hits bear a star; ? = inconclusive; · = no result given.
nr	Molecule	AGP1-GFP MLPCN	AHR activator	Efflux pump inh	MEP2-GFP yeast	CIT2-GFP yeast	LAP4 TOR yeast	RPL19A TOR yeast	CR mimetic SO
1	CCCCNC(=S)N/N=C1\C(=O)c2cccc3cccc1c23	103	30	-0.2	97	101	102	102	97
2	O=C(Nc1cccc(S(=O)(=O)Nc2ccccc2F)c1)c1ccco1	102	0	-0.2	97	100	91	99	98
3	Clc1ccccc1-c1ccc2ncnc(NCc3cccnc3)c2c1	91	8	0.0	100	92	105	88	109
4	COC(=O)C(NS(=O)(=O)c1ccc(NC(C)=O)cc1)C(C)C (stereo not drawn)	98	-1	0.2	99	94	100	98	98
5	O=C(CCCN1C(=O)/C(=C\c2ccccc2)SC1=S)N1CCOCC1	95	-2	0.4	98	92	106	98	107
6	COc1cc(S(=O)(=O)N2CCOCC2)ccc1NC(=O)CSc1n[nH]c(=O)[nH]c1=O	98	3	0.0	94	89	88	98	115
7	C/C(CC(=O)NC(C)(C)C)=N\NC(N)=S	106	1	0.0	101	109	105	97	98
8	NC(=O)c1cc(NC(=O)CCNS(=O)(=O)c2cccc(C(F)(F)F)c2)cc(C(N)=O)c1	107	2	-0.1	109	111	112	104	108
9	CCN(CC(=O)NCc1cccs1)C(=O)c1cccc(S(=O)(=O)N2CC(C)OC(C)C2)c1 (stereo not drawn)	111	-1	0.1	103	108	108	111	83
10	COc1ccc(Nc2nc(C)cc(C)c2C(N)=O)c(OC)c1	96	13	0.1	86	98	93	95	93
11	CC(C)CCC(C)NC(=O)c1ccc2nccnc2c1 (stereo not drawn)	102	6	-0.1	97	100	94	100	98
12	CC(C)CNS(=O)(=O)c1ccccc1C(=O)N1CCCCC1	97	2	0.1	98	106	89	97	102
13	CC(C)N(Cc1nc(-c2ccc(Cl)cc2)no1)C(=O)CN(C)S(=O)(=O)c1ccc(Cl)cc1	?	-4	-0.1	?	?	?	?	96
14	CN1CCc2c(sc3c2C(=O)NC(c2ccc(-c4ccc(Cl)cc4)o2)N3)C1 (stereo not drawn)	76	26	0.1	121	99	130	98	98
15	CCOC(=O)c1c(NC(C)=O)sc2c1CCC(C=O)=C2Sc1ccccc1	91	3	0.2	111	94	113	97	96
16	CC1(C(=O)OCC(=O)Nc2ccc3ccccc3c2)CC1(Cl)Cl (stereo not drawn)	97	5	0.0	95	89	118	94	114

# Results in Efflux pump inh, for 3 of the compounds above:
No. | structure | Efflux pump inh
13 | CC(C)N(Cc1nc(-c2ccc(Cl)cc2)no1)C(=O)CN(C)S(=O)(=O)c1ccc(Cl)cc1 | -0.1
16 | CC1(C(=O)OCC(=O)Nc2ccc3ccccc3c2)CC1(Cl)Cl (stereo not drawn) | 0.0
11 | CC(C)CCC(C)NC(=O)c1ccc2nccnc2c1 (stereo not drawn) | -0.1

# More compounds follow:
nr	Molecule	AGP1-GFP MLPCN	AHR activator	Efflux pump inh	MEP2-GFP yeast	CIT2-GFP yeast	LAP4 TOR yeast	RPL19A TOR yeast	CR mimetic SO
17	COc1cc(OC)cc(C(=O)NNC(=O)c2cc3c(s2)CCCC3)c1	94	5	0.2	95	90	97	96	122
18	CCc1ccc(CN2C(=O)CCC2(C)C(=O)NC2CCCC2)cc1 (stereo not drawn)	95	-1	0.2	104	88	94	93	113
19	O=C(CSc1ncnc2c1oc1ccccc12)N1CCCc2ccccc21	102	2	0.1	114	86	128	103	111
20	COc1ccc(-n2nc3c(N4CCC(C(=O)NCc5ccccc5C)CC4)nnc(C)c3c2C)cc1	103	-1	0.3	108	103	105	104	121
21	NC1=NC[C@@H](Cc2ccc(O)cc2)N1CCc1cccc(F)c1	106	0	0.0	103	105	92	100	104
22	CCOC(=O)C(C)(C)Sc1nc2c(cnn2-c2ccc(C)cc2)c(=O)[nH]1	90	-3	-0.1	102	92	100	97	108
23	O=C1c2ccccc2NC2(CCCC2)N1N=C1CCCC1	110	8	-0.1	107	104	92	115	88
24	Cc1ccc(NC(=O)CSc2ccccc2NC(=O)c2ccccc2)cc1Cl	93	9	-0.3	101	95	100	99	87
25	COc1ccc(NC(=O)CSc2nc(=O)n(CCN3CCOCC3)c3c2CCC3)cc1	108	3	-0.1	97	92	110	102	90
26	COc1cc(OC)cc(C(=O)NNC(=O)NC2CCCCC2)c1	·	1	0.0	90	81	93	88	106
27	Cn1c(C(=O)NCCCN2CCN(c3ccccc3F)CC2)cc2c(=O)n(C)c3ccccc3c21	106	12	0.0	107	109	100	100	94
28	O=C(COC(=O)CCOc1ccccc1)NCc1ccco1	95	0	0.1	92	98	97	95	97
29	O=C(NCc1ccccc1)N1CCN(c2ccccc2F)CC1	106	-6	-0.1	109	108	104	103	82
30	Cc1cccc(N2C(=O)CC(N3CCOCC3)C2=O)c1 (stereo not drawn)	103	2	-0.1	100	103	96	94	90
31	Cc1ccc(NC(=O)C2=C(O)c3ccccc3N(C)S2(=O)=O)cc1	98	3	0.0	101	100	98	97	117
32	Cc1ccccc1NC1=C/C(=N\S(=O)(=O)c2ccc(C(=O)O)cc2)c2ccccc2C1=O	100	22	-0.2	96	83	104	114	123
33	CC1CCCCC1NC(=O)COC(=O)CNC(=O)c1cccc(F)c1 (stereo not drawn)	99	0	0.0	110	94	110	95	90
34	COc1cccc(CNC(=O)C2CCN(S(=O)(=O)c3ccc4c(c3)CC(C)N4C(=O)C3CC3)CC2)c1 (stereo not drawn)	96	4	0.5	118	93	113	100	97
35	O=C(O)CC1(CC(=O)Nc2ccccc2Br)CCCC1	88	-2	0.0	86	88	111	91	92
36	Cn1cnc(S(=O)(=O)N2CCN(c3cccc(Cl)c3)CC2)c1	105	3	0.3	108	105	103	111	94
37	CC(=O)N1c2ccc(S(=O)(=O)N3CCCC3)cc2CC1C(=O)NCc1ccccc1F (stereo not drawn)	123	7	0.0	113	125	117	122	95
38	Cc1cc(=O)n2nc(N3CCCC(C(=O)NC4CCCCC4C)C3)sc2n1 (stereo not drawn)	116	-1	0.7	99	108	103	102	98
39	CCOC(=O)C1=C(C)N(CC)C(=S)NC1c1ccc(Cl)cc1 (stereo not drawn)	102	2	-0.7	101	100	97	105	101
40	CC(C)C1=CC(=NS(=O)(=O)c2cccc([N+](=O)[O-])c2)C=C(C(C)C)C1=O	97	1	0.1	97	103	98	98	111
41	Cn1c(SCC(=O)N2CCCC2=O)nc2ccccc2c1=O	94	3	0.3	101	100	102	95	86
42	CN(C(=O)CSc1ccccc1C(=O)O)C1CCCCC1	105	-1	0.0	107	107	102	101	116
43	CCOc1ccc(NC(=S)NCCCN2CCN(c3ccc(OC)cc3)CC2)cc1	96	2	0.0	103	103	97	101	98
44	CCn1c(CCNC(=O)c2cccs2)nnc1SCC(=O)NC1CCCCC1	96	-3	-0.5	94	101	99	·	112
45	CCOc1ccc(OCC)c(S(=O)(=O)N2CCCCC2C)c1 (stereo not drawn)	99	2	0.0	97	94	96	93	107
46	O=C(O)CC1COc2ccccc2N1S(=O)(=O)c1ccc(Br)cc1 (stereo not drawn)	100	1	0.0	107	105	91	103	99
47	Cc1ccc(S(=O)(=O)N(CC(=O)c2ccc(Cl)cc2)C(=O)N2CCN(C)CC2)cc1	99	0	-0.1	97	107	104	100	86
48	CC1(C)CC(=O)C(C(O)c2ccccc2)C(C)(C)N1 (stereo not drawn)	98	0	-0.1	105	101	97	97	101
49	CC(NCC(=O)Nc1ccccc1C(=O)NC1CC1)c1ccc(S(C)(=O)=O)cc1 (stereo not drawn)	94	1	0.1	97	88	99	98	91
50	CCOC(=O)CSc1ccc(S(=O)(=O)N(C)C2CCCCC2)cc1[N+](=O)[O-]	100	-4	-0.1	99	93	112	97	114
51	COc1ccc(-c2nc(CN3CCN(c4ncccn4)CC3)c(C)o2)cc1C	109	7	0.0	105	107	110	106	102
52	CC(=O)OCC1=C(C(=O)O)N2C(=O)C(NC(=O)c3ccc(COc4ccc(Cl)cc4)o3)C2SC1 (stereo not drawn)	107	7	0.0	108	109	109	101	100
53	Cc1nn(-c2ccccc2)c(C)c1NC(=O)COc1ccc(Cl)cc1Cl	99	-3	-0.1	99	99	108	102	97
54	CCN(c1cccc(C)c1)S(=O)(=O)c1ccc(-n2cccn2)cc1	96	1	0.2	104	92	108	99	101
55	CC(C)(C)c1ccc(S(=O)(=O)N2CCN(C(=O)C3=COCCO3)CC2)cc1	101	-1	-0.2	97	96	92	97	94
56	CCCCC(=O)NC1(C(F)(F)F)C(=O)Nc2c1c(=O)n(C)c(=O)n2C (stereo not drawn)	95	1	-0.1	101	94	90	88	101
57	Clc1cccc(CN2COc3c(cc(Cl)c4cccnc34)C2)c1	90	18	0.5	113	94	182*	89	101
58	COc1ccc(CNC(=O)CCN2C(=O)c3ccccc3C2=O)cc1OC	95	-2	0.0	103	103	95	98	103
59	NC(=O)C1(N2CCCCC2)CCN(C(=O)CCCn2c(=O)[nH]c3ccsc3c2=O)CC1	90	1	0.1	89	86	93	90	84
60	CNC(=S)Nc1ccc([N+](=O)[O-])cc1C	99	-1	0.0	97	97	98	96	89
61	CCCC1Oc2ccccc2C(=O)N(CC(=O)c2ccc3c(c2)OCCO3)C1=O (stereo not drawn)	97	1	-0.1	85	97	98	99	137
62	O=S(=O)(Nc1ccc(N2CCOCC2)cc1)c1ccc(F)cc1F	98	1	-0.2	97	92	99	89	96
63	O=C(NCC(c1ccco1)N1CCCCC1)c1ccc(OCc2ccccc2)cc1 (stereo not drawn)	114	1	0.0	98	102	126	97	96
64	CCOC(=O)c1sc2nc(C)cc(C)c2c1NC(=O)c1ccco1	98	1	-0.1	102	101	99	93	87
65	CCOCCCNC(=O)CN1C(=O)CSc2ccc(S(=O)(=O)N3CCOCC3)cc21	95	1	0.0	98	103	93	95	104
66	CCCCN(C)C(=O)C1CCN(Cc2cccnc2)CC1	98	1	0.0	101	110	86	99	99
67	O=S(=O)(c1ccccc1)c1nc(-c2ccccc2Cl)oc1NCCCN1CCOCC1	87	-3	-0.2	90	84	88	98	105
68	CCCCn1c(N)c(N(C)C(=O)c2ccccc2Oc2ccccc2)c(=O)[nH]c1=O	101	1	-0.1	97	91	101	96	86
69	Cc1ccc(CN2CCN(CCC(C)C)C(CCO)C2)s1 (stereo not drawn)	106	-2	-0.1	106	102	95	107	98
70	Cc1ccc(C(=O)Nc2ccc(C(=O)N/N=C/c3ccncc3)cc2)cc1	97	3	0.0	93	100	92	93	100
71	COc1ccc(CC(=O)NC(C)c2ccc(S(N)(=O)=O)cc2)cc1S(=O)(=O)N1CCOCC1 (stereo not drawn)	91	-1	-0.1	90	95	89	94	102
72	COc1ccc(NC(=O)COc2coc(CN3CCN(c4ccccc4)CC3)cc2=O)cc1	108	0	0.1	108	93	105	99	124

# Next entries.
nr	Molecule	AGP1-GFP MLPCN	AHR activator	Efflux pump inh	MEP2-GFP yeast	CIT2-GFP yeast	LAP4 TOR yeast	RPL19A TOR yeast	CR mimetic SO
73	CN1CCN(C(=O)c2cc3c(=O)n4ccccc4nc3s2)CC1	60	4	0.1	112	108	87	83	95
74	Cc1cc(-c2ccccc2)c2nncn2n1	93	1	0.1	93	·	91	93	93
75	N#Cc1ccsc1NC(=O)COC(=O)c1cc2ccccc2cc1O	99	21	0.0	96	103	78	116	90
76	CS(=O)(=O)NCCCCNc1ccc(C(F)(F)F)cc1[N+](=O)[O-]	100	0	0.0	101	98	102	99	103
77	CCS(=O)(=O)N1CCC(C(=O)NCCCN2CCCC2)CC1	96	-2	-0.1	97	96	93	92	98

# Assay outcomes as filed in PubChem.
